# hcGAS lum – inhibitors of human cGAS; inhibition, % at 12.5 µM; Q8N884; 290,000 tested, 0.081% active; AID 1259398; recombinant h-cGAS, ATP depletion, Kinase-Glo luminescence;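 also: 0% = vehicle reaction and 100% = reaction without DNA for no activity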
# Target sequence (Q8N884 whole entry, looked up): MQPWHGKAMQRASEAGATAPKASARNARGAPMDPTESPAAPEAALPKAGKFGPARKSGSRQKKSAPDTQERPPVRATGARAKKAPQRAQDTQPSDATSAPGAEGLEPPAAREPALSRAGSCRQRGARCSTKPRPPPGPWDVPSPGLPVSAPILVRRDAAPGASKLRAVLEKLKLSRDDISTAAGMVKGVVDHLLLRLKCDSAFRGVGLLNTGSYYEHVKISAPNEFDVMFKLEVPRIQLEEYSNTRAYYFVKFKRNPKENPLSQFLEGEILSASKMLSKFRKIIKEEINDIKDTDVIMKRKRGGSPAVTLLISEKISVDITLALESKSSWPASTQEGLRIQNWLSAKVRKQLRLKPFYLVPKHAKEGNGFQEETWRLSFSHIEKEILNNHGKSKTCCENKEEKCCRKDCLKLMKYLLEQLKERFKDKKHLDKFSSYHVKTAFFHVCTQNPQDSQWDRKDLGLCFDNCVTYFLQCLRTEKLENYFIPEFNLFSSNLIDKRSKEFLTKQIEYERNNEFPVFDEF
# mcGAS lum – mouse cGAS inhibition by luminescence; Q8C6L5; recombinant cGAS, Kinase-Glo ATP depletion luminescence; inhibition, % at 12.5 µM; 160,000 tested, 0.15% active; AID 1259399;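 also: 0% = negative control wells and 100% = reference inhibitor with no enzyme activity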
# NPYLR7 agonist – mosquito NPYLR7 agonism | HEK293T NPYLR7/Galpha15, GCaMP6s calcium fluorescence | activation, % at 10 µM | 270,000 tested, 0.15% active | AID 1259423; in the data active = activation above about 40%;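 also: 0% = vehicle and 100% = reference agonist at the receptor; some compounds past the cut are filed as inactive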
# * marks the source's active call; other numbers are inactive results; . = no result given; + = active, no number; & = joins results of further samples. Rule as the data show it, unless noted: active = inhibition above about 40%; inactive = the rest.
# A first look, two compounds:
canonical_smiles	NPYLR7 agonist	hcGAS lum	mcGAS lum
CCc1cc(Oc2ccc(C(C)=O)cc2)nc(SCc2ccc(F)c(F)c2)n1	2	-8	-6
CCC(O)(CC)C(=O)NN(C(=O)CCc1ccccc1)c1ccccc1	-15	-6	-5

# All compounds of this part (from the top)
canonical_smiles	NPYLR7 agonist	hcGAS lum	mcGAS lum
CCc1cc(Oc2ccc(C(C)=O)cc2)nc(SCc2ccc(F)c(F)c2)n1	2	-8	-6
CCC(O)(CC)C(=O)NN(C(=O)CCc1ccccc1)c1ccccc1	-15	-6	-5
NC(=O)c1cnc2n1CCN(C(=O)C/C=C/c1ccccc1)C2	12	-4	.
Cc1nnc(N2CCOCC2)[nH]c1=O	11	-9	.
O=C(COCc1ccccc1)N1CCN(C(C(=O)N2CCOCC2)C2CCCC2)CC1 (stereo not given)	-2	0	.
Cc1ccc(S(=O)(=O)N2CCCC(C(F)(F)F)C2)cc1C(=O)O (stereo not given)	11	-7	-8
CC(SC12CC3CC(CC(C3)C1)C2)C(=O)O (stereo not given)	.	-8	-5
COCCN(Cc1ccc(C)cc1)Cc1c2ccccc2nn1C	17	-10	.
CN(C)S(=O)(=O)NCC1CCCN(Cc2cc3ccccc3s2)C1 (stereo not given)	2&-3	-10&2	0
COCC(=O)Nc1ccc(N2CCN(C(=O)Nc3ccc(CC#N)cc3)CC2)nc1	31	-2	-7
COc1ccc2c(c1)CN(CC=C(C)C)C(=O)CCN2C(C)=O	2	-2	-4
CNC(=O)C1CCCN1C(=O)CNC(=O)/C=C(/C)c1cccc(F)c1 (stereo not given)	5	4	2
C=CCn1c(=O)c2c(nc3n2CC(C)CN3c2cccc(C)c2)n(C)c1=O (stereo not given)	7	-9	.
c1cnn(Cc2ccc(CN3CCC4(CCOCC4)CC3)cc2)c1	0	-1	.
COc1cc(/C=N\N=C/c2c[nH]c(=O)c(C#N)c2Nc2ccccc2)ccc1O	2	-9	-6
Cc1nn(S(=O)(=O)c2ccc3c(c2)CCCC3)c(C)c1S(=O)(=O)N1CCC(C)CC1	3	-10	.
CC(=O)N1CCc2nc(C)nc(NCC[C@@H]3C[C@@H]4C=C[C@H]3C4)c2CC1	5	-9	.
Cn1ccnc1C(=O)N1CCCCC1CN1CCCC1 (stereo not given)	.	-11	-5
CC(C)N(C(=O)N1CCc2c(ncnc2N2CCOCC2)C1)C(C)C	.	3	-4
CCC(c1ccccc1)C1CCCN1CC(=O)NC1CCC2(CC1)OCCO2 (stereo not given)	2	-8	.
CCC(=O)NC1(C(F)(F)F)C(=O)NC(C)=C1C(=O)OC (stereo not given)	-4	2	-4
COc1ccccc1N1CCN(c2nc(-c3ccco3)nc3ccccc23)CC1	31	-7	-4
CCOc1ccc(NC(C)C(=O)N(C)CCC#N)cc1F (stereo not given)	-10	-13	.
Cc1oncc1C(=O)NC(C)c1ccc(Cl)cc1 (stereo not given)	13	0	.
O=C(NCCCn1ccnc1)C(=O)NCC(c1cccnc1)N1CCN(c2ccccc2F)CC1 (stereo not given)	1	2	1
O=C(NCc1ccco1)C1CCCN(c2nc(Cl)nc3nc[nH]c23)C1 (stereo not given)	1	5	.
NC(=O)C1CCN(C(=O)CCN(CCc2ccccc2)C(=O)c2cnccn2)CC1	6	+	.
Cc1ccc(C(=O)OC(C)CN2CCN(C)CC2)cc1 (stereo not given)	-1	1	.
CCOC(=O)c1c(NC(=O)Cn2nc(C(F)(F)F)cc2C)sc2c1CCC(C)C2 (stereo not given)	0	-6	-6
CCCCCc1ccc(C(=O)Nc2nnc(SCc3c(F)cccc3F)s2)cc1	3	-5	-4

# As a working copy, 24 of the compounds above.
canonical_smiles	NPYLR7 agonist	hcGAS lum	mcGAS lum
CCc1cc(Oc2ccc(C(C)=O)cc2)nc(SCc2ccc(F)c(F)c2)n1	2	-8	-6
CCC(O)(CC)C(=O)NN(C(=O)CCc1ccccc1)c1ccccc1	-15	-6	-5
NC(=O)c1cnc2n1CCN(C(=O)C/C=C/c1ccccc1)C2	12	-4	.
Cc1nnc(N2CCOCC2)[nH]c1=O	11	-9	.
O=C(COCc1ccccc1)N1CCN(C(C(=O)N2CCOCC2)C2CCCC2)CC1 (stereo not given)	-2	0	.
Cc1ccc(S(=O)(=O)N2CCCC(C(F)(F)F)C2)cc1C(=O)O (stereo not given)	11	-7	-8
CC(SC12CC3CC(CC(C3)C1)C2)C(=O)O (stereo not given)	.	-8	-5
COCCN(Cc1ccc(C)cc1)Cc1c2ccccc2nn1C	17	-10	.
CN(C)S(=O)(=O)NCC1CCCN(Cc2cc3ccccc3s2)C1 (stereo not given)	2&-3	-10&2	0
COCC(=O)Nc1ccc(N2CCN(C(=O)Nc3ccc(CC#N)cc3)CC2)nc1	31	-2	-7
COc1ccc2c(c1)CN(CC=C(C)C)C(=O)CCN2C(C)=O	2	-2	-4
CNC(=O)C1CCCN1C(=O)CNC(=O)/C=C(/C)c1cccc(F)c1 (stereo not given)	5	4	2
C=CCn1c(=O)c2c(nc3n2CC(C)CN3c2cccc(C)c2)n(C)c1=O (stereo not given)	7	-9	.
c1cnn(Cc2ccc(CN3CCC4(CCOCC4)CC3)cc2)c1	0	-1	.
COc1cc(/C=N\N=C/c2c[nH]c(=O)c(C#N)c2Nc2ccccc2)ccc1O	2	-9	-6
Cc1nn(S(=O)(=O)c2ccc3c(c2)CCCC3)c(C)c1S(=O)(=O)N1CCC(C)CC1	3	-10	.
CC(=O)N1CCc2nc(C)nc(NCC[C@@H]3C[C@@H]4C=C[C@H]3C4)c2CC1	5	-9	.
Cn1ccnc1C(=O)N1CCCCC1CN1CCCC1 (stereo not given)	.	-11	-5
CC(C)N(C(=O)N1CCc2c(ncnc2N2CCOCC2)C1)C(C)C	.	3	-4
CCC(c1ccccc1)C1CCCN1CC(=O)NC1CCC2(CC1)OCCO2 (stereo not given)	2	-8	.
CCC(=O)NC1(C(F)(F)F)C(=O)NC(C)=C1C(=O)OC (stereo not given)	-4	2	-4
COc1ccccc1N1CCN(c2nc(-c3ccco3)nc3ccccc23)CC1	31	-7	-4
CCOc1ccc(NC(C)C(=O)N(C)CCC#N)cc1F (stereo not given)	-10	-13	.
Cc1oncc1C(=O)NC(C)c1ccc(Cl)cc1 (stereo not given)	13	0	.

# Continued.
canonical_smiles	NPYLR7 agonist	hcGAS lum	mcGAS lum
CC1CCCCC1=NNC(=O)CC#N (stereo not given)	13	-6	.
c1cc(CN2CCCC(N3CCOCC3)C2)sc1CN1CCCCC1 (stereo not given)	4	-9	.
CC(=O)c1cccc(Nc2nc(-c3c(C)nc4cc(C)ccn34)cs2)c1	-13	-3	-7
Clc1ccc(C=NOCc2nnc(-c3ccccc3Br)o2)cc1Cl	0	-2	.
CC1CN(c2ccc(S(=O)(=O)C(F)(F)F)cc2[N+](=O)[O-])CC(C)O1 (stereo not given)	11	-6	.
C[C@H]1[C@@H]2[C@@H](O)C([C@H](C)C(=O)N(C)Cc3cccnc3)CC[C@@]2(C)CC[C@@H]1NC(=O)c1ccc(C#N)cc1 (stereo not given in full)	-10	-4	-5
O=C(CCc1nc(-c2ccsc2)no1)NCCc1ccccc1	-5	11	.
CC(C)CC(NC(=O)c1ccc2c(c1)CCN2S(C)(=O)=O)c1ccccc1 (stereo not given)	2	-2	-8
CCn1c(CC2CCN(C(=O)c3cccc4c3OCC4)CC2)nn(C)c1=O	0	2	.
CC1CN(C(=O)c2cc3ccsc3n2Cc2cccc(F)c2)CCN1C(=O)c1ccco1 (stereo not given)	19	-10	-5
CC(Nc1ccc2c3c(cccc13)CC2)C(=O)Nc1ccnn1C(C)C (stereo not given)	4	-9	.
COc1cccc(-c2nc3ccccn3c2NC(=O)c2ccccc2)c1	-17	-3	-3
O=C(NCCNc1nc(-c2ccccc2)nc2cc(Cl)ccc12)c1cccc(F)c1	5	-5	-5
CCc1nc2c3cnn(-c4cc(Cl)ccc4C)c3ncn2n1	1	-5	-6
Cc1ccc(NC(=O)N(CCN2CCCC2)CC(=O)N2CCc3sccc3C2COc2ccc(C(C)C)cc2)cc1 (stereo not given)	-1	-3	-4
Cn1c(=NN=CC=Cc2ccccc2[N+](=O)[O-])sc2ccccc21	1	-7	-9
COc1ccc(C(CNC(=O)CCNC(=O)c2ccco2)N(C)C)cc1 (stereo not given)	4	-8	.
COc1ccc(NC(=O)CCC2CCCN(C(=O)c3ccoc3C)C2)cc1Cl (stereo not given)	-4	-1	.
COC(=O)c1sc2nc(C)n(CC(=O)NC(C)(C)C)c(=O)c2c1C	-4	-7	-14
COCCOCCCCNc1cnc2cc(F)c(F)cc2n1	-1	-12	.
Cc1cccc(-c2nnc(NC(=O)C3CCCN3C(=O)Nc3ccc(C(C)C)cc3)s2)c1 (stereo not given)	28	-10	-5
COc1ccc(-c2ccc(C(=O)N3CCCC(c4ccccc4)CC3)cn2)cc1 (stereo not given)	4	-2	.
CN1CCC(N(C)Cc2cn[nH]c2-c2ccc(F)cc2)C1 (stereo not given)	2	-7	-9
Cc1cccc(N=c2oc3ccc(Br)cc3cc2-c2nc3ccccc3[nH]2)c1	3	-2	-6
CN(CCO)c1ccc2c3c(cccc13)C(=O)N(c1ccc(Cl)cc1)C2=O	30	4	-6
CCOc1ccc(N2C(=O)CC(NCC(=O)OC)C2=O)cc1 (stereo not given)	2	2	2
O=C(CCCCCCCCC(=O)N=Nc1c(O)[nH]c2ccccc12)N=Nc1c(O)[nH]c2ccccc12	0	-9	-5
COc1cc2c(cc1OC)C(=O)CN(S(=O)(=O)c1ccc(C)cc1)CC2	8	-2	.
COCCN1CCN(C(=O)C2CCCCCC2)CC1C (stereo not given)	7	5	.
O=C(NCc1ccccc1OC(F)(F)F)c1ccc(NC(=O)C2CC2)s1	0	1	.
CN(Cc1ccncc1)c1ncccc1S(N)(=O)=O	-3	-8	.
Cc1cnc(-c2ccc(-c3cc(NCCO)nc4[nH]ccc34)cc2)nc1	6	-5	-9
CCC(=O)NNC(=O)CSc1ccc2ccccc2n1	-3	-2	.
CC(C)c1ccc(C2C3CN(C(C)C)CC=C3C(C#N)C(=N)C2(C#N)C#N)cc1 (stereo not given)	10	-3	-5
CN(Cc1ccccc1)CC(O)Cn1nnnc1-c1ccccn1 (stereo not given)	1	6	.
Cc1cc(-n2cnnc2COc2ccccc2Cl)n(C)n1	12	-4	.
CC(CC(C)(C)c1ccccc1)NC(=O)Cn1cc2ccccc2n1 (stereo not given)	-2	-6	-13
Cc1cc2cc(CCNC(=O)Cc3cccc4ccccc34)c(=O)[nH]c2cc1C	0	-11	-7
COc1ccc(NC(=O)CSc2nc3ccccc3s2)c([N+](=O)[O-])c1	-7	-6	-6
CCCN(CC(=O)N(CCOC)Cc1cccn1C)C(=O)Nc1ccccc1C(F)(F)F	14	-3	-5
C=CCNC(=O)CN1CCN(c2cc(NCC3CC3)ncn2)CC1	6	2	-1
COCCN(CC(=O)Nc1cc(-c2ccccc2)nn1-c1ccc(C)cc1)S(=O)(=O)c1ccc(C)cc1	10	6	0
CCC(C(=O)N(CC(=O)N(CCc1ccc(OC)c(OC)c1)Cc1sccc1C)CC(C)C)c1ccccc1 (stereo not given)	.	-8	-7
NC(=O)c1ccn(-c2ccccc2NC(=O)C2Cc3ccccc3O2)n1 (stereo not given)	-11	-4	.
C=C(C)Cn1c(SCC(=O)N/N=C\c2cccc([N+](=O)[O-])c2)nnc1-c1ccc(Br)cc1	-6	0	.
CC(C)(C)c1cn2nc(NCCc3ccc4c(c3)OCCO4)sc2n1	-2	-4	-16
CCn1c2ccccc2c2nn(C)c(=N)nc21	16	-15	-7
COCCOC(=NC(=O)c1ccc2c(c1)OCO2)N(C)C1CCN(C)CC1	20	-3	-6
CCS(=O)(=O)NC1CCCN(c2ncnc3c2CN(C)CC3)C1 (stereo not given)	9	-6	.
COc1ccc(Cl)c2sc(N3CCN(C(=O)CS(=O)(=O)c4ccccc4)CC3)nc12	12	-6	.
Fc1ccc(C2=Nc3ncnn3C(c3ccc(F)cc3)C2)cc1 (stereo not given)	6	-6	.
Cc1cc(CC(=O)N2CCCC(OCc3ccccn3)C2)on1 (stereo not given)	3	-1	.

# Assay outcomes: PubChem, Fisher Drug Discovery Resource Center
